# SENP8 block-1 = SENP8 protease inhibition. Q96LD8. purified SENP8, Z-RLRGG-aminoluciferin cleavage, luminescence. inhibition, % at 10 µM. 330,000 tested, 1.2% active. AID 2540; in the data active = inhibition above about 50%
# SENP7 block = inhibitors of human SENP7 protease | recombinant SENP7, Z-RLRGG-aminoluciferin luminescence, 40 min | Q9BQF6 | inhibition, % at 5 µM | AID 434973 | 330,000 tested, 1.5% active;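 active = inhibition above about 50% at the single test dose, limit read from the data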;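 also: plate controls were DMSO with enzyme for no effect and no enzyme buffer wells for full effect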
# UBC13 polyUb = human UBC13 polyubiquitination inhibition | P61088 | UBC13 polyubiquitin chain formation, TR-FRET | inhibition, % at 20 µM | 330,000 tested, 0.47% active; in the data active = inhibition above about 45%, passing the limit was not always enough
# SENP1 inh = blocks the human SENP1 SUMO protease catalytic domain. inhibition, % at 10 µM. recombinant SENP1 catalytic domain, CyPet-SUMO1-YPet FRET cleavage. 360,000 tested, 0.21% active;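 active = inhibition at least 30% at 10 µM, raw YFP signal under a set limit, fluorescence ratio 0.5 to 1.5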;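 also: 0% = enzyme with DMSO and 100% = no enzyme wells; some results filed as inactive read as strong as hits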
# Target sequence (Q9P0U3 419-644 limits assumed): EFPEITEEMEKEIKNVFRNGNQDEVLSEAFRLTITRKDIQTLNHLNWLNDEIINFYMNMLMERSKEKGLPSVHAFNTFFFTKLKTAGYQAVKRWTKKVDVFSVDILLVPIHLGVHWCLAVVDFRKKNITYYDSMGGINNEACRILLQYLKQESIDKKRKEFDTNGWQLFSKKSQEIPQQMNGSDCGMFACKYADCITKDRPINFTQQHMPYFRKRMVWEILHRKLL
#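 Material: hSENP1 catalytic domain, recombinant; medium: Tris pH 8 with BME, BSA, NP40 and catalase; compound: single concentration of 10 µM compound, 0.5% DMSO final; technique: FRET read of cyan and yellow fluorescence; timing: 50 min enzyme reaction, room temperature, light-protected; reagent: SFCypet-SUMO1-SFYpet substrate at 25 nM; control set: no-enzyme low, enzyme-DMSO high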
# SENP8 block-2 = SENP8 (human) protease inhibition. recombinant SENP8, Nedd8 substrate fluorescence. 360,000 tested, 0.64% active. inhibition, % at 20 µM. AID 602440; in the data active = inhibition mostly above about 40%, no sharp cut-off; inactive = mostly below about 27%
# HKDC1 inh = inhibitors of human hexokinase HKDC1 | inhibition, % at 20 µM | recombinant HKDC1, G6PDH/diaphorase resazurin coupled fluorescence | AID 493160 | 340,000 tested, 0.16% active;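 active = inhibition above about 35% when tested at 20 µM, limit read from the data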;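 also: plate controls were DMSO wells with enzyme for no effect and DMSO wells lacking enzyme for full effect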
# Target sequence (Q2TB90 whole entry, looked up): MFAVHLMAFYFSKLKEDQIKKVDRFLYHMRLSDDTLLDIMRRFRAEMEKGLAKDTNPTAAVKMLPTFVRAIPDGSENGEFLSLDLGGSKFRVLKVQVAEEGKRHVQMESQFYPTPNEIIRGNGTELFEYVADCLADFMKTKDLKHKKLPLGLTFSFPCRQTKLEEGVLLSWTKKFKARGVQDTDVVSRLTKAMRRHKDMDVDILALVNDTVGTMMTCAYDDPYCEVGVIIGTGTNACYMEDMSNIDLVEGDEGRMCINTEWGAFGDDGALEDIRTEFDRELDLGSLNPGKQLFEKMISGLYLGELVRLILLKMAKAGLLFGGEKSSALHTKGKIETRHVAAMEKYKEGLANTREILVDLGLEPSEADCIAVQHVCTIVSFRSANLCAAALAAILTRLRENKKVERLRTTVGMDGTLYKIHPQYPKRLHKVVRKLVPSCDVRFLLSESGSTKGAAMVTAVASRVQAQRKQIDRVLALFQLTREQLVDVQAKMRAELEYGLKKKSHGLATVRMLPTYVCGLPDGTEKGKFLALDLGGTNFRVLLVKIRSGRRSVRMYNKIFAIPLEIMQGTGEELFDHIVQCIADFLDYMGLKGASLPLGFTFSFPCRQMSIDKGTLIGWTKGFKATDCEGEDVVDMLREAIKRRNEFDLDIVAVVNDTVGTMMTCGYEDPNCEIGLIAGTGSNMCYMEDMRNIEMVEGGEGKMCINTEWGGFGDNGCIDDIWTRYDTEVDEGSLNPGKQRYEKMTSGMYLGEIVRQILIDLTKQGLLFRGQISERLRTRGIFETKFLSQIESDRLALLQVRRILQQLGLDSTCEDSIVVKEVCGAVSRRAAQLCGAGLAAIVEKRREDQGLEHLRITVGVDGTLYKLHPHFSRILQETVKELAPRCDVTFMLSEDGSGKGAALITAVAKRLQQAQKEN
#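 Test system: HK5 enzyme. Quantity: 5 µg/mL HK5 final. Reagent: glucose and ATP substrates. Schedule: 90 min reaction incubation at room temperature, dark. Technique: resazurin-to-resorufin fluorescence via G6PDH and diaphorase coupling, 525/613 nm. Control set: DMSO wells with and without enzyme mix.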
# SENP6 inh = blocks the human protease SENP6. Recombinant SENP6 catalytic domain, aminoluciferin luminescence. AID 2599. Q9GZR1. inhibition, % at 10 µM. 330,000 tested, 1.8% active;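 active = inhibition above about 50% at the single tested dose, limit read from the data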;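 also: plate controls were DMSO wells with enzyme for no effect and DMSO wells lacking enzyme for full effect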
# PfG6PD inh = PfG6PD (Plasmodium falciparum) enzyme inhibition; PfGluPho enzyme, NADPH resazurin-diaphorase fluorescence; inhibition, % at 20 µM; 350,000 tested, 0.78% active;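 active = inhibition reaching at least a set limit at 20 µM in the primary screen, cut at about 59% in these data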;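 also: 0% = DMSO wells with substrate and 100% = DMSO wells lacking glucose-6-phosphate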
# MIN6 prolif = induces beta-cell replication in MIN6 cells; 330,000 tested, 0.29% active; MIN6 cells proliferation, ATPlite luminescence, 48 h; cells starved in 0.2% serum; 100% = growth in 10% serum; proliferation, % at 10 µM;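 active = compounds whose signal lies at least 3.5 SD above the mean of all wells on their plate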;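 also: 0% = DMSO-treated cells in low-serum medium and 100% = 10% serum control; some compounds called inactive have numbers as strong as hits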
# Starred values were filed as active, the others as inactive; . = no result given.
# Results follow in this order: SENP7 block	PfG6PD inh	SENP8 block-1	MIN6 prolif	SENP6 inh	SENP8 block-2	HKDC1 inh	UBC13 polyUb	SENP1 inh
COc1ccc(-c2ccnc3nc(N4CCOCC4)nn23)cc1
→ -2	-8	-12	-1	-14	-256	-4	13	-8
Cc1cc(C)c2c(=O)[nH]n(C3CCOC(C)(C)C3)c2n1 (stereo not drawn)
→ 9	-11	-5	-3	7	-34	1	-13	1
CN(C)C(=O)c1ccc(NC(=O)COc2cccc3c2OC(C)(C)C3)cc1
→ 0	-5	-2	-1	-2	2	2	9	0
Cc1cc(=O)n2[nH]c(NCc3c(F)cccc3Cl)nc2n1
→ -3	7	-2	-2	-28	15	-6	-9	0
O=C(NCC(c1cccs1)N1CCOCC1)c1cn(-c2ccccc2)nc1-c1ccccc1 (stereo not drawn)
→ 4	1	6	-5	-7	14	0	4	-2
COc1ccc(/C=N/n2c(C)cc(C)cc2=O)cc1
→ 6	1	-6	-3	-12	15	-9	-5	3
O=C(CSCc1ccccc1)NNC(=S)Nc1cccc(Cl)c1Cl
→ 0	-4	6	-6	13	16	-15	-20	-2
CCOC(=O)c1c(C)c(C(=O)N2CCCCCC2)c(C)n1C
→ -11	0	-1	1	14	14	-12	14	2
CCOC(=O)c1n[nH]c2ccccc12
→ -5	1	-6	0	10	12	-2	6	2
COC(=O)c1c(C)[nH]c(C(=O)C(C)OC(=O)C2CC2C)c1C (stereo not drawn)
→ -3	2	0	-2	2	9	0	3	2
Cc1occc1C(=O)N1CCN(c2ccc(Cl)cc2)CC1
→ -7	6	-14	3	-2	8	4	-5	0
C/C=C(\C)C(=O)Nc1cccc(C2=NOC3(C2)C[C@H](C(N)=O)N(C(=O)CC#N)C3)c1 (stereo partly drawn)
→ -4	-20	1	-3	1	-1	-6	-10	-5
COc1ccc(S(=O)(=O)N2CCOC2CNC(=O)C(=O)NCCCN2CCOCC2)cc1C (stereo not drawn)
→ -3	19	1	2	-11	-5	-10	-6	1
CCCCN(C(=O)c1cc2c(s1)CCC2)c1c(N)n(CC(C)C)c(=O)[nH]c1=O
→ 2	7	-1	-3	11	-61	5	-13	-6
Cc1ccc(N(C(=O)c2ccccn2)C2(C(=O)NC3CCCC3)CCCCC2)cc1
→ 7	-8	-3	-1	-8	13	-2	-4	1
O=C(Nc1cc(C(=O)N2CCOCC2)ccc1N1CCCC1)c1cccs1
→ 7	34	-2	3	-4	4	-13	-6	-7
CN(C(=O)Nc1ccc(C(C)(C)C)cc1)C1CCCCC1
→ -2	-7	3	-1	-7	18	-4	2	4
CCc1c(C)sc(NC(=O)c2cc(C3CC3)on2)c1C#N
→ -1	26	9	-4	9	-51	2	3	0
CCOc1c2ccc(C(=O)NCc3ccco3)cc2nn1CC
→ 13	-18	-9	-3	-1	-472	4	5	0
CC(C)n1cc(/C=C2\NC(=O)N(c3cccc(Cl)c3)C2=O)c2ccccc21
→ -4	5	-16	-4	-13	-100	0	-16	-83

# Remaining list, next part:
# Results follow in this order: SENP7 block	PfG6PD inh	SENP8 block-1	MIN6 prolif	SENP6 inh	SENP8 block-2	HKDC1 inh	UBC13 polyUb	SENP1 inh
COc1cccc(CC2(CO)CCCN(Cc3ccc(OC)c(C)c3OC)C2)c1 (stereo not drawn)
→ 6	-7	-5	0	3	12	-2	4	-10
COc1cc2c(cc1OC)CN(Cc1cc(=O)n3cc(C)ccc3n1)CC2
→ 3	3	4	0	36	-337	11	10	-64
CC(C)COc1ccc(C(=O)NNC(=O)CCC(=O)c2cccs2)cc1
→ 8	-11	-6	-2	0	-11	-2	-3	0
CN(CCCNC(=O)C1CCC(=O)N1Cc1ccc(F)cc1)c1ccccc1 (stereo not drawn)
→ -3	11	0	-1	-9	17	-7	3	-1
CC(C)c1ccc(OCC(=O)N2CCN(c3ccccn3)CC2)c(Br)c1
→ -8	-14	-3	-4	1	-3	5	-4	0
CN(C)C=Nc1nc2ccccc2nc1N1CCCC1
→ 2	-9	3	-2	18	-396	6	5	-110
CC(C)C(NC(=O)OC(C)(C)C)C(=O)N1CCCC1C(=O)NC(Cc1ccccc1)C(N)=O (stereo not drawn)
→ -6	-17	-6	-4	-2	9	-3	4	0
O=C(CNC(=O)c1cccc(F)c1)OCC(=O)N1CCCCC1
→ 13	-6	-7	-1	-6	1	-11	-1	2
O=C(NCCN1CCOCC1)C1CCC(=O)N1Cc1ccc(F)cc1 (stereo not drawn)
→ 9	10	-3	-2	-4	9	11	3	2
CC(=O)Nc1ccc(C(=O)COC(=O)CCN2C(=O)C3CC=CCC3C2=O)cc1 (stereo not drawn)
→ -8	22	8	0	-3	-11	-7	0	-1
Cc1cc(N2CCCCC2)n2ncc(-c3ccc(Cl)cc3)c2n1
→ 39	23	9	-6	7	-329	9	13	-3
C=CC[C@H](CC(=O)N(CCO)Cc1ccccc1)C(=O)N[C@H](COC(=O)[C@@H](CC=C)Cc1ccc(F)cc1)Cc1c[nH]c2ccccc12
→ 5	14	6	-6	0	15	9	11	-2
COc1ccc(C(=O)C(=NNc2ccccc2)c2ccc(OC)cc2)cc1
→ .	17	.	.	.	11	-6	.	0
O=C(CCCn1c(=S)[nH]c2ccccc2c1=O)N1CCN(c2cccc(Cl)c2)CC1
→ 9	6	4	-5	-3	6	-1	-5	3
Cc1ccc(CCCNC(=O)C2CCC(=O)N(Cc3cccc(F)c3)C2)cc1 (stereo not drawn)
→ 3	-3	9	-3	-15	12	-6	-8	2
CCN(CC)S(=O)(=O)c1ccc2oc(C(=O)N3CCOCC3)c(C)c2c1
→ -6	1	1	3	5	-2	-5	8	1
COc1ccc(S(=O)(=O)N2CCC(C(=O)NCc3ccco3)CC2)cc1
→ 3	14	5	-2	-19	3	0	3	2
O=S(=O)(NCCNc1nccc(C(F)(F)F)n1)c1ccccc1
→ 2	-2	1	2	-6	-15	-3	8	0
CC(C)CN(C(=O)COC(=O)c1ccc2ccccc2n1)C1CCS(=O)(=O)C1 (stereo not drawn)
→ -10	-4	-3	-4	2	9	-3	-20	2
c1ccc(-c2n[nH]c3c2CCC3)cc1
→ 0	-7	-3	-1	11	19	-4	0	0

# The results go on.
# Results follow in this order: SENP7 block	PfG6PD inh	SENP8 block-1	MIN6 prolif	SENP6 inh	SENP8 block-2	HKDC1 inh	UBC13 polyUb	SENP1 inh
Cc1cc(C)c2c(n1)SCC(=O)N2CC(=O)Nc1cccc(Cl)c1
→ 2	1	7	-3	-4	16	-3	2	2
Brc1ccc(-c2nnc3sc(CN4CCc5ccccc5C4)cn23)cc1
→ .	10	.	.	.	40	-5	.	-1
CCOC(=O)c1cc(C)sc1NC(=O)CN1CCN(C(=O)c2ccco2)CC1
→ -4	3	0	-2	-4	-12	-1	-4	2
CN(c1ccc(C(=O)N/N=C/c2cccc([N+](=O)[O-])c2)cc1)S(=O)(=O)c1ccccc1
→ 0	5	-3	-3	-8	14	0	2	2
CCOC(=O)c1c(C)c2c(=O)[nH]cnc2n1-c1ccccc1
→ 10	-10	7	9.8*	-6	3	0	8	1
COc1cccc(N(C(=O)Cn2nnc(-c3ccc(C)cc3)n2)C(C(=O)NC(C)(C)C)c2c[nH]c3ccccc23)c1 (stereo not drawn)
→ -2	23	-5	-5	-33	2	-3	-21	0
CCOC(=O)C(C)N1N=C(/C=C/c2ccc(OC)cc2)CCC1=O (stereo not drawn)
→ 1	-1	-1	0	-6	-10	0	-5	2
CCN(Cc1ccccc1)C(=O)CCNS(=O)(=O)c1cc(Br)cnc1N
→ 6	-8	1	5	-10	-40	-9	5	-1
CCOCCCNC(=S)N1CCN(c2nc(-c3ccccc3)cs2)CC1
→ -5	3	-16	0	-3	18	-3	8	-1
Cc1ccccc1C(=O)NNS(=O)(=O)c1cccc([N+](=O)[O-])c1
→ 2	5	-10	0	-11	16	-7	-1	3
CCOc1ccc(NC(=O)C2CCN(S(=O)(=O)c3ccc4c(c3)CC(C)N4C(C)=O)CC2)cc1 (stereo not drawn)
→ 7	-1	5	-2	0	4	-3	-6	2
Cc1cc2c(cc1C)[n+](C)cn2CC(O)COCc1ccccc1 (stereo not drawn)
→ -9	-5	-5	-5	-5	9	-4	-16	1
CCOC(=O)C1CCN(C(=O)c2ccc3snnc3c2)CC1
→ -10	-17	-1	1	-16	8	-6	4	2
CN(C)CCn1c2c(c(SCC(=O)N3CCc4ccccc43)nc1=O)CCCC2
→ -6	8	13	3	-12	10	-1	-3	-4
CN(C)c1ccnc(Nc2ccccc2)c1C#N
→ 12	2	4	1	5	16	-7	-1	1
COc1ccc(OC)c(CCNC(=O)CCc2nnc3ccc(N4CCOCC4)nn23)c1
→ 6	-13	8	1	-8	10	-1	-3	1
c1ncn(C23CC4CC(CC(C4)C2)C3)n1
→ 8	-23	-1	-2	-24	-6	14	16	-1
O=C(CN1CCOCC1)Nc1ccc(C2CCCCC2)cc1
→ 1	10	10	-2	5	14	0	4	-1
COc1ccc(CNC(=O)CSc2nc3ccc(C)cc3[nH]2)cc1OC
→ 2	11	6	1	4	5	-3	1	3
CN(CC(=O)Nc1ccc(Cl)c(C(F)(F)F)c1)C(=O)C1(c2ccccc2)CC1
→ 4	11	2	-6	0	10	5	1	1

# New compounds follow
# Results follow in this order: SENP7 block	PfG6PD inh	SENP8 block-1	MIN6 prolif	SENP6 inh	SENP8 block-2	HKDC1 inh	UBC13 polyUb	SENP1 inh
Nc1nc(-c2ccccc2)c(CCCOc2ccc(NC(=O)CBr)cc2)c(=O)[nH]1
→ .	10	.	.	.	-8	11	.	-5
c1cncc(-c2nnc3n2C2(CCCCC2)Cc2ccccc2-3)c1
→ -19	0	-4	-3	2	5	-2	0	-1
COc1ccc(C(C)=O)cc1COC(=O)C1CC(=O)N(Cc2ccccc2)C1 (stereo not drawn)
→ -13	10	-1	-2	1	4	-4	5	1
COc1ccc(OCCOCCN2CCOCC2)cc1
→ 9	10	7	0	-12	18	-17	3	-1
COc1ccnc2c1c(=O)n(Cc1cccc(F)c1)c(=O)n2C
→ -3	4	2	2	9	-11	-5	48*	-6
Nc1nonc1C(=O)NCCN=Cc1ccccc1O
→ -1	-6	0	-1	2	22	1	2	-4
CCOC(=O)C1=C(C)N=c2s/c(=C\c3ccncc3)c(=O)n2C1c1ccc2c(c1)OCO2 (stereo not drawn)
→ -3	13	0	-4	9	-28	2	-9	-34
CCOc1ccccc1C(=O)NC(C(=O)Nc1cccnc1)C(C)C (stereo not drawn)
→ 2	-6	0	3	-5	13	12	2	2
Cc1nnc(NC(=O)CSc2nc3[nH]ncc3c(=O)[nH]2)s1
→ 5	-3	1	-4	-22	8	-5	-11	0
Cn1cc(C(=O)Nc2ccc(Cl)cc2)c(C(F)(F)F)n1
→ -3	7	2	-2	-10	11	-10	0	1
C=CCN(c1ccccc1)S(=O)(=O)c1ccc2c(c1)NC(=O)C(C)S2 (stereo not drawn)
→ 6	3	1	-2	1	6	1	3	0
COc1ccc(S(N)(=O)=O)cc1C(=O)OCCCOC(=O)c1cc(S(N)(=O)=O)ccc1OC
→ -2	6	2	-2	-12	5	1	-3	0

# In the list so far, these contain a cyano group:
# Results follow in this order: SENP7 block	PfG6PD inh	SENP8 block-1	MIN6 prolif	SENP6 inh	SENP8 block-2	HKDC1 inh	UBC13 polyUb	SENP1 inh
C/C=C(\C)C(=O)Nc1cccc(C2=NOC3(C2)C[C@H](C(N)=O)N(C(=O)CC#N)C3)c1 (stereo partly drawn)
→ -4	-20	1	-3	1	-1	-6	-10	-5
CCc1c(C)sc(NC(=O)c2cc(C3CC3)on2)c1C#N
→ -1	26	9	-4	9	-51	2	3	0
CN(C)c1ccnc(Nc2ccccc2)c1C#N
→ 12	2	4	1	5	16	-7	-1	1
